DDE Tn7 FP inh – disrupts Tn7 cyclic peptide binding to fibrin D-Dimer-E complex. FP displacement of FITC-Tn7 peptide from fibrin DD(E); 0% = median of compound wells per plate. 370,000 compounds, 0.13% hits. P02675. inhibition, % at 8.3 µM;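 active = inhibition above the mean of compounds falling within the control limits plus 3 SD of them, cut at about 14% in these data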;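 note: 0% = plate median of compound wells and 100% = 10 µM Aha-Tn7 peptide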
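Assay system: Fibrin-DD(E) protein isolated from polymerized human fibrin clots; read-out basis: percent inhibition; medium: Tris/NaCl/CaCl2 buffer, pH 7.8; signal: FP measurement; incubation: 10 min plus 3 h, room temperature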
PLC-beta3 inh – inhibitors of human phospholipase C beta3; inhibition, % at 12.2 µM; Purified PLC-beta3, fluorogenic substrate, fluorescence; 370,000 compounds, 0.18% hits; in the data active = inhibition above about 11%;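 note: 0% = median of compound wells on plate and 100% = full blocker control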
ARFGAP1 inhibitor – rat ARFGAP1 inhibition | Arfgap1-stimulated ARF1 GTP hydrolysis, GDP FP detection | 360,000 compounds, 0.26% hits | AID 651572 | inhibition, % at 16.5 µM;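 active = inhibition above a per-plate limit, mean inhibition of low control wells plus 3 SD, cut at about 25% in these data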;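 note: 0% = DMSO wells with enzyme and 100% = wells lacking Arfgap1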
Target sequence (Q62848 1-136 limits assumed): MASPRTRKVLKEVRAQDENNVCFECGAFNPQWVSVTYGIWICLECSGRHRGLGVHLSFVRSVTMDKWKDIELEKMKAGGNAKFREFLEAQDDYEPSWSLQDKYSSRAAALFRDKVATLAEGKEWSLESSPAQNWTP
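Material: rat Arfgap1 GAP domain (His6, aa 1-136), purified enzyme. Also added: human ARF1(Δ1-17)-GTP substrate. Compound dosing: 16.5 µM single point, 1.26% DMSO. Timing: enzyme reaction 120 min at 25 °C after 20 min preincubation. Signal: GDP detection by fluorescence polarization. Read-out basis: percent inhibition of GAP-stimulated GDP formation, scaled between DMSO and no-Arfgap1 medians.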
ADAM17 inh – ADAM17 inhibition, QFRET primary screen. P78536. recombinant ADAM17, EDANS/DABCYL FRET peptide cleavage. inhibition, % at 6.95 µM. 370,000 compounds, 0.83% hits. AID 720648;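 active = inhibition above the mean of compounds lying between control limits plus 3 SD, set per campaign, cut at about 8.5% in these data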;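 note: 0% = DMSO-only wells as the low control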
ASAP1 GAP inh – ASAP1 ArfGAP inhibition | Q9ULH1 | 360,000 compounds, 0.19% hits | ASAP1-stimulated ARF1 GTP hydrolysis, GDP FP detection | inhibition, % at 16.5 µM; in the data active = inhibition above about 25%;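 note: 0% = vehicle with enzyme and substrate and 100% = no enzyme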
ADAM10 inh – inhibits human ADAM10; recombinant ADAM10, EDANS/DABCYL FRET peptide cleavage, 3 h; inhibition, % at 7 µM; 370,000 compounds, 0.62% hits; O14672;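 active = inhibition above a per-campaign cutoff equal to the mean of compounds falling between control-based bounds plus 3 SD, cut at about 20% in these data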;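 note: 0% = DMSO wells while the 100% control is not disclosed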
Target sequence (O14672 214-748 limits assumed): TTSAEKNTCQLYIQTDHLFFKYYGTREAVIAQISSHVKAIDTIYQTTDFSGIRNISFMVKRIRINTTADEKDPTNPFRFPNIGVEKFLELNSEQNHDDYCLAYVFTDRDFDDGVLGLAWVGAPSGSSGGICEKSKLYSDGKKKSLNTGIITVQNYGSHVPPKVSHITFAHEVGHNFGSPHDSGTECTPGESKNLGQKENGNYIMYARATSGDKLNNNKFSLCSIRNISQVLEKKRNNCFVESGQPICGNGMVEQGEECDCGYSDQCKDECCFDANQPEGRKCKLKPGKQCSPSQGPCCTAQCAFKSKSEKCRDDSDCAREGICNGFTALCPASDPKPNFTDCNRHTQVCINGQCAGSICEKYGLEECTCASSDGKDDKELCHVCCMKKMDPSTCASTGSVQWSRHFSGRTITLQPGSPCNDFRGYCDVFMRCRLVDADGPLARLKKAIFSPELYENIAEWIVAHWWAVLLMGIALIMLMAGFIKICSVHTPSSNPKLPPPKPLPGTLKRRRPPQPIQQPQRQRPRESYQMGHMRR
Tn6 DDE FP – DD(E)-Tn6 binding inhibition, primary FP screen | P02675 | Fibrin DD(E) TRITC-Tn6 fluorescence polarization displacement | inhibition, % at 8.3 µM | 370,000 compounds, 0.21% hits | AID 720509;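 active = inhibition above a per-campaign cutoff: mean of compounds within control limits plus 3 SD, cut at about 15% in these data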;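 note: 0% = median of all compound wells on the plate and 100% = blocking peptide control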
SIAE primary – human SIAE inhibition, primary screen | Q9HAT2 | SIAE FP-Rh probe binding, fluorescence polarization | inhibition, % at 9.66 µM | 370,000 compounds, 0.69% hits;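 active = inhibition above a cutoff: mean of compounds within the control limits plus 3 SD of those, cut at about 17% in these data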;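 note: 0% = plate median of compound wells and 100% = probe without SIAE protein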
TDP2 absorb – TDP2 (human) inhibition, absorbance primary screen; recombinant TDP2, T5PNP hydrolysis, p-nitrophenol absorbance 415 nm; inhibition, % at 12.8 µM; 370,000 compounds, 0.34% hits; AID 720702;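 active = inhibition above the mean of all tested compounds plus 3 SD, set per campaign, cut at about 25% in these data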;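 note: 0% = DMSO with enzyme and 100% = buffer with substrate but no TDP2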
Target sequence (O95551 whole entry, looked up): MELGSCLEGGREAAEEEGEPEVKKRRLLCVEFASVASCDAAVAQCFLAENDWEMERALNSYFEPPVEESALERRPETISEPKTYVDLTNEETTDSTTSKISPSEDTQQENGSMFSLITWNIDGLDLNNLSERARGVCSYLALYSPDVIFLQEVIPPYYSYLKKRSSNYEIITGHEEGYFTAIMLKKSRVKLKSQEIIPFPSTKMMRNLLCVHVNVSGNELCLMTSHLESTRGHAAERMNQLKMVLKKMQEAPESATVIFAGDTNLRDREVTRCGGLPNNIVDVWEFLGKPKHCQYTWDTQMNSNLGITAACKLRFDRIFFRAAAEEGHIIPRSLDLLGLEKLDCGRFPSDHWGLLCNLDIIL
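Test system: Human TDP2 enzyme | Reagent: 5 mM T5PNP | Compound dosing: 12.8 µM single point, 1% DMSO | Incubation: Enzyme reaction with compound for 2 h at 37 °C | Technique: p-Nitrophenol epi absorbance | Read-out: % inhibition relative to enzyme-containing and enzyme-free wells | Benchmarks: High control without enzyme, low control DMSO plus TDP2 | Replicates: Singlicate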
PLC-gamma1 inh – PLC-gamma1 (human) inhibition, primary screen. purified PLC-gamma1, fluorogenic substrate, fluorescence. P19174. inhibition, % at 12.2 µM. 370,000 compounds, 0.84% hits; in the data active = inhibition above about 9.5%
* hit, by the source's call.

SMILES | DDE Tn7 FP inh | PLC-beta3 inh | ARFGAP1 inhibitor | ADAM17 inh | ASAP1 GAP inh | ADAM10 inh | Tn6 DDE FP | SIAE primary | TDP2 absorb | PLC-gamma1 inh
COc1ccc(C2C(C(=O)N3CCOCC3)CCC(=O)N2c2cc(OC)c(OC)c(OC)c2)cc1 (stereo not drawn) | 1 | 1 | 8 | -6 | 1 | -7 | -3 | 7 | 9 | 1
COCCCn1c(=O)c2sccc2n2c(CCCC(=O)NCc3cccc(OC)c3)nnc12 | -1 | -6 | 8 | -3 | -1 | 2 | -3 | 1 | 13 | 2
CSc1nc(N2CCN(c3ccccc3)CC2)cc(N2CCN(c3ccccc3)CC2)n1 | 3 | -5 | -3 | -5 | 1 | -9 | 5 | 0 | 1 | 0
CC(=O)c1ccc(N(CC(=O)NC2CCCCC2)C(=O)c2csnn2)cc1 | 2 | -2 | -21 | 0 | 1 | 4 | 5 | -3 | -15 | 9
Cc1c(F)cccc1NS(=O)(=O)c1ccc2c(c1)n(C)c(=O)c(=O)n2C | -2 | -7 | -1 | 0 | -1 | 2 | 11 | -7 | -5 | -3
CCC(c1nnnn1C1CCCC1)N1CCN(c2ccccc2F)CC1 (stereo not drawn) | -1 | 1 | -2 | -5 | 10 | -5 | 2 | 5 | 3 | 4
Cc1cc(C)c(C(=O)Nc2ccccc2)c(CC(C)(C)C(=O)O)c1 | -1 | 0 | 3 | -1 | -6 | 4 | 2 | 4 | 17 | 0
Fc1ccc(Cn2nnnc2CN2CCN(C3CCCC3)CC2)cc1 | 0 | 3 | -15 | 0 | -8 | 2 | -6 | -1 | -3 | 1
COCCNc1nc2cc(-c3cccc(Cl)c3)sc2c(=O)n1C | -2 | -4 | 2 | -7 | -2 | -23 | -6 | -29 | -4 | -3
Cc1cccc(-n2cnc3cc(C(=O)NCCN4CCOCC4)ccc32)c1 | 1 | -4 | -9 | -6 | 4 | -11 | 4 | -3 | -4 | -1

Sorted by value in ARFGAP1 inhibitor (highest first): some entries from above.
SMILES | DDE Tn7 FP inh | PLC-beta3 inh | ARFGAP1 inhibitor | ADAM17 inh | ASAP1 GAP inh | ADAM10 inh | Tn6 DDE FP | SIAE primary | TDP2 absorb | PLC-gamma1 inh
COc1ccc(C2C(C(=O)N3CCOCC3)CCC(=O)N2c2cc(OC)c(OC)c(OC)c2)cc1 (stereo not drawn) | 1 | 1 | 8 | -6 | 1 | -7 | -3 | 7 | 9 | 1
Cc1cc(C)c(C(=O)Nc2ccccc2)c(CC(C)(C)C(=O)O)c1 | -1 | 0 | 3 | -1 | -6 | 4 | 2 | 4 | 17 | 0
CCC(c1nnnn1C1CCCC1)N1CCN(c2ccccc2F)CC1 (stereo not drawn) | -1 | 1 | -2 | -5 | 10 | -5 | 2 | 5 | 3 | 4
Cc1cccc(-n2cnc3cc(C(=O)NCCN4CCOCC4)ccc32)c1 | 1 | -4 | -9 | -6 | 4 | -11 | 4 | -3 | -4 | -1

The listing continues.
SMILES | DDE Tn7 FP inh | PLC-beta3 inh | ARFGAP1 inhibitor | ADAM17 inh | ASAP1 GAP inh | ADAM10 inh | Tn6 DDE FP | SIAE primary | TDP2 absorb | PLC-gamma1 inh
O=S(=O)(NC(CO)Cc1ccccc1)c1cc(Cl)ccc1F (stereo not drawn) | -5 | 0 | 9 | -2 | 7 | -1 | 3 | -2 | -7 | 1
COC(=O)Cc1c[nH]c2cccc(OCC(O)CN(Cc3ccc([N+](=O)[O-])cc3)C(C)(C)C)c12 (stereo not drawn) | -3 | 2 | 3 | -2 | 15 | 4 | 2 | -1 | 10 | 1
CN(C)c1ccc(C(CNC(=O)c2ccc(-c3ccccc3)cc2)N2CCOCC2)cc1 (stereo not drawn) | -6 | 1 | 16 | -4 | 6 | 0 | 2 | -1 | -10 | -1
Cc1c(Cl)c([N+](=O)[O-])nn1CCCC(=O)N1CCN(c2ccccc2)CC1 | -8 | 2 | 3 | 6 | -9 | -10 | 1 | -5 | 5 | 4
CCn1c(SCc2nc3ccccc3[nH]2)nnc1-c1ccccc1OC | 6 | -10 | 6 | -5 | 10 | -2 | -3 | -1 | -1 | -6
COc1ccc(S(=O)(=O)N2CCCCC2)cc1NC(=O)CCc1nc2ccccc2c(=O)[nH]1 | 3 | -12 | 3 | -1 | -6 | -5 | 5 | -2 | -3 | -5
Cc1cc(C)nc(Nc2n[nH]c(-c3ccccc3C)n2)n1 | -3 | -2 | -1 | -2 | -3 | -10 | 9 | -1 | 0 | 2
O=C(O)CC1SC(=Nc2cccc(C(F)(F)F)c2)NC1=O (stereo not drawn) | -2 | 0 | -4 | -2 | 1 | -1 | -2 | -2 | -13 | 0
O=C(Nc1cccc(F)c1)N1CC=C(n2c(=O)[nH]c3ccccc32)CC1 | 0 | 2 | 3 | 3 | 5 | -8 | -4 | 3 | -2 | 4
O=c1ccc(NS(=O)(=O)c2ccccc2)cn1Cc1ccc(Cl)c(Cl)c1 | 1 | -33 | -5 | -5 | 8 | -9 | 4 | 5 | 2 | -25
COC(=O)c1ccccc1NC(=O)CSc1nc(C)cc(C)n1 | 1 | -4 | 4 | -4 | -19 | -1 | 3 | 1 | 7 | -1
CCCCc1nc2cc(C(=O)N3CCCC(COC)C3)ccc2o1 (stereo not drawn) | -2 | -6 | -9 | -4 | -15 | 3 | 8 | 13 | 11 | 0
CC(=O)c1cccc(NC(=O)CN2CCN(Cc3ccccc3)CC2)c1 | -7 | -6 | -8 | 1 | 13 | 0 | 2 | 4 | 18 | -5
COc1cc2c3c(c1OC)C(=O)CC3CCCC2 (stereo not drawn) | 1 | -297 | 9 | -32 | 11 | -116 | 4 | 0 | -8 | -229
COc1ccc(-n2c(C)c(C(C)=O)c(C(C)=O)c2C)cc1OC | 8 | 1 | -7 | -3 | -5 | -14 | 5 | 6 | 2 | -2
Cc1cccc(NS(=O)(=O)c2cc(C(=O)OCC(=O)Nc3cc(C)on3)ccc2C)c1 | -3 | 1 | -4 | 4 | -2 | 8 | 0 | 3 | 3 | 1
COc1ccc(OC(=O)Nc2ccc([N+](=O)[O-])cc2OC)cc1 | 2 | -7 | -2 | -3 | 1 | -3 | -5 | 6 | 0 | 4
COc1cc2c(cc1OC)C(C)N(C(=O)C(NC(=O)c1ccccc1)C(C)C)CC2 (stereo not drawn) | -4 | -5 | 11 | -2 | 15 | -3 | 5 | -5 | 0 | 0
O=S(=O)(c1ccccc1C(F)(F)F)N1CCN(S(=O)(=O)c2ccccc2C(F)(F)F)CC1 | 4 | 5 | -14 | 1 | -11 | 6 | 0 | 6 | -9 | 6
COCC(=O)N(C)C[C@H]1N[C@@](C)(C(=O)OC)[C@H]2C(=O)N(C)C(=O)[C@@H]12 | -2 | 0 | 6 | -1 | 20 | -7 | 2 | -4 | 10 | 4
Cc1cc(C)n(C(=O)c2nn(C)c(C)c2[N+](=O)[O-])n1 | 1 | 0 | -3 | -2 | -2 | 1 | -6 | 3 | 8 | 0
CN(C)CCCN(Cc1ccccc1)C(=S)Nc1cccc(C(F)(F)F)c1 | 9 | 0 | 9 | 2 | -2 | 0 | 2 | 5 | 2 | -1
CCOc1ccc(NC(=S)NC(=O)c2c(Br)cnn2C)c([N+](=O)[O-])c1 | -10 | 4 | 5 | 5 | 8 | 8 | -5 | -10 | -16 | 3
COC(=O)c1ccc2nc(-c3ccc(C)cc3)c(Cc3ccccc3)n2c1 | -4 | -82 | 6 | -17 | 0 | -75 | 3 | -10 | 1 | -48
Cc1ccc(N)cc1-n1c(C)ccc1C | 0 | -122 | 5 | -31 | 0 | -86 | -4 | 7 | 4 | -83
CN1C(=O)C(N=Nc2ccc([N+](=O)[O-])cc2)SC1=S (stereo not drawn) | 5 | -4 | 1 | 0 | -4 | -6 | 5 | 2 | -4 | -5
CC(NC(=O)CN1c2cccc3cccc(c23)S1(=O)=O)c1ccc(S(N)(=O)=O)cc1 (stereo not drawn) | -2 | -455 | 15 | -69 | 5 | -253 | 0 | 8 | -18 | -378
CC1(C(=O)NS(=O)(=O)c2cccc(OC(F)F)c2)CCN1C(=O)CC1CCCC1 (stereo not drawn) | -6 | -6 | 8 | -4 | -4 | -14 | -3 | -2 | 0 | 0
O=C(COc1ccc(F)cc1F)N1CCCCCCC1 | -3 | -8 | -14 | -1 | 6 | -3 | -4 | 2 | 15 | 1
COc1cccc(N(CC(=O)NC(C)(C)C)C(=O)C2CSC(=O)C2)c1 (stereo not drawn) | 7 | 5 | 0 | -2 | 8 | 5 | 5 | 3 | 1 | 0
O=C(CCCNS(=O)(=O)c1cccc2nsnc12)NCc1ccc(F)cc1 | -3 | 1 | 16 | -1 | -5 | 1 | -14 | 1 | 9 | 1
CC1(c2ccccc2)NC(=O)N(Cc2ccc([N+](=O)[O-])cc2)C1=O (stereo not drawn) | 1 | 1 | -9 | -2 | -18 | -1 | 1 | 3 | 7 | 2
Cc1ccc(SCC(=O)OCC(=O)NCCc2ccc(S(N)(=O)=O)cc2)c(C)c1 | 3 | -1 | -9 | 2 | -18 | -6 | -3 | 8 | 3 | 2
CCOCc1nnc(NC(=O)c2c(-c3ccccc3)noc2C)s1 | -6 | -2 | 7 | -1 | 4 | -1 | 8 | 12 | -8 | 3
COc1ccc(N(C)S(=O)(=O)c2cccc3nsnc23)cc1 | -1 | 1 | 3 | -4 | -12 | -7 | 3 | 7 | -9 | 1
COCCOc1ccc(C(F)(F)F)cc1NC(=O)COC(=O)c1cc[n+]([O-])cc1 | -2 | -3 | -5 | -9 | -6 | 2 | -3 | -10 | -10 | 4
CCOC(=O)c1ccc(NCc2ccc3c(c2)OCO3)cc1 | 10 | 1 | 0 | 1 | 10 | 10 | 2 | 2 | 16 | -1
CC1Cc2ccccc2N1CC(=O)Nc1ccc(Cl)c(S(=O)(=O)N(C)C)c1 (stereo not drawn) | 4 | -2 | -11 | 1 | -5 | 4 | 5 | 2 | -5 | 2
CC1CCCCN1S(=O)(=O)c1ccc(S(=O)(=O)N(CC(=O)Nc2ccccc2)Cc2cccs2)cc1 (stereo not drawn) | -3 | 2 | -9 | 2 | -5 | 9 | 3 | -5 | 0 | 6
O=C(CNc1cccc(Cl)c1)NNC(=S)NCc1ccccc1 | -7 | -7 | 0 | 4 | 8 | 8 | 11 | 4 | -8 | -1
COc1ccc(/C(C)=N/N2CCOCC2)c(O)c1 | 4 | 9 | 5 | 4 | -8 | 13 | 13 | 1 | -23 | 16*
Cc1cc(SCC#N)n2nc(C)c(-c3ccc(Cl)cc3)c2n1 | 0 | -4 | 2 | 0 | 11 | -3 | -9 | -3 | -6 | -1
COc1ccc(-c2nc(-c3ccc(NC(=O)c4ccc(Br)o4)cc3)no2)cc1OC | -2 | 3 | 2 | -3 | 1 | 1 | -8 | -18 | -3 | 2
CCN(CC)S(=O)(=O)c1ccc(N2CCCCC2)c(NC(=O)C2=COCCO2)c1 | 6 | -7 | -1 | 3 | 9 | 3 | -4 | -5 | -12 | -2

Compound activity as filed in PubChem BioAssay.
